# b-catenin transl – alters nuclear translocation of beta-catenin in HeLa cells. 190,000 compounds, 0.3% hits. AID 1665. immunofluorescence imaging. nuclear translocation activity, % at 5 µM;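 active = nuclear translocation activity above 50% at 5 µM, with a well cell count of 50 or more; inconclusive = wells under 50 cells across six images, flagged as toxic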;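 also: per-cell ratio of nuclear to cytoplasmic median beta-catenin stain intensity; plate controls were DMSO negative control for no effect and GSK-3 inhibitor IX positive control for full effect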
#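 Test system: human HeLa cells, native beta-catenin. Compound dosing: 5 µM primary single dose, 0.1% DMSO, 0.02–20 µM confirmation series. Incubation: compound exposure 24 h at 37°C. Detection: beta-catenin immunostaining with DAPI counterstain, 20x imaging, 6 fields/well. Read-out basis: Nuclear/cytoplasmic beta-catenin signal ratio, % activation.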
# WT yeast gro inh – growth inhibition of WT yeast, mitochondrial fusion screen; mitochondrial fusion phenotypic screen, WT strain; inhibition, % at 10 µM; 190,000 compounds, 2.1% hits; AID 1362; in the data active = inhibition above about 58%; tested in S. cerevisiae
# Rac1 GTP hydrolysis – MgcRacGAP GTPase-activating activity inhibitors, confirmation, biochemical, ADP Hunter fluorescence; MgcRacGAP-stimulated Rac1 GTP hydrolysis, ADP Hunter fluorescence; higher % means a stronger effect; GST-tagged Rac1 F28L mutant substrate; inhibition, % at 30 µM, or IC50 in µM where a hit was titrated; 340,000 compounds, 0.6% hits; AID 624330;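 active = first-screen hits whose inhibition reached a set limit at any dose in the follow-up dose series; inconclusive = inhibition above the set first-screen limit but never retested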;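 also: fluorescence reports GDP produced by GAP-driven GTP hydrolysis; strong numbers were not always called active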
# Salmonella PhoP GFP – inhibitors of PhoP regulon expression, primary screen, Salmonella Typhimurium, GFP reporter (AID 1863); S. Typhimurium PhoP-regulated promoter GFP reporter, 4 h; higher % means a stronger effect; inhibition, % at 50 µM, or IC50 in µM where a hit was titrated; 300,000 compounds, 0.16% hits;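 active = inhibition over 29.93%, a cutoff 3 SD above the screen mean, later confirmed by dose response; inconclusive = inhibition over 29.93% but no dose response follow-up; inactive = inhibition at most 29.93% or unconfirmed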;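 also: 0% = low Mg2+ inducing control and 100% = high Mg2+ repressing control; strong numbers were not always called active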
# RSV CPE inhibition – RSV antiviral activity via CPE protection, HEp-2 cells, primary 10 µM value included (AID 2391); 310,000 compounds, 0.13% hits; one-dose CPE inhibition, % at 10 µM; IC50 in µM for titrated hits; HEp-2 cells, RSV-induced CPE inhibition; higher % means a stronger effect; in the data active = a potency from the dose series; inconclusive = CPE inhibition mostly from about 23% at the one dose, without a potency; inactive = the rest, 99 in 100 with CPE inhibition below about 21%; also: strong numbers were not always called active
# Myeloid diff MLP – promotes myeloid progenitor differentiation. ER-HoxA9 myeloid progenitors, lysozyme-GFP differentiation, flow cytometry. 360,000 compounds, 1% hits. calls only at 10 µM;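 active = normalized GFP-positive differentiation at or above the plate's own cutoff, the solvent-only control mean plus 3 SD; inconclusive = no clear call, values can overlap the other calls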;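 also: cells exposed to compound for four days before flow analysis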
# T cell modulator – T cell immune modulation candidate; 2C CD8+ T cell-vesicle binding, flow cytometry; stronger effect = lower value; calls only at 7 µM; 330,000 compounds, 0.068% hits; AID 2052;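 active = response, share of CD8 T cells binding vesicles, and their 90th percentile fluorescence all below set limits, cut at about 80% in these data, passing the limit was not always enough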
#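 incubation = binding step 1.5 h, 37 °C, antibody labelling 20 min, ice | test system = 2C mouse CD8+ T cells | read-out basis = percent CD8+ FL2 mean versus row control | controls = Peptide-free naked vesicles (low) and QL9 vesicles with 0.7% DMSO vehicle (high) | detection = flow cytometry of vesicle-bound cells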
# SV40 large T antigen – TAg ATPase/helicase activity blockers – biochemical (AID 1903); SV40 large T antigen ATPase/helicase inhibition assay; higher % means a stronger effect; one-dose inhibition, % at 20 µM; IC50 in µM for titrated hits; 310,000 compounds, 0.39% hits; in the data active = a potency from the dose series; inconclusive = inhibition mostly from about 32% at the one dose, without a potency; inactive = the rest, 99 in 100 with inhibition below about 32%; also: strong numbers were not always called active
# West Nile virus CPE – West Nile virus antiviral activity, cell-based, CPE readout (AID 1621); West Nile virus-infected cells, CPE inhibition; higher % means a stronger effect; CPE inhibition, % at 10 µM, or IC50 in µM where a hit was titrated; 290,000 compounds, 0.02% hits; in the data active = a potency from the dose series; inconclusive = CPE inhibition mostly from about 3.7% at the one dose, without a potency; inactive = the rest, 99 in 100 with CPE inhibition below about 2.2%; also: strong numbers were not always called active
# WT yeast gro inh mutant strain – further read-out of WT yeast gro inh, marked with its call; inhibition, %; mitochondrial fusion phenotypic screen, mutant strain inhibition
# b-catenin transl cell count 5 µM – further read-out of b-catenin transl, marked with its call; cell count; measured here: cell count, cytotoxicity flag
# T cell modulator vesicle-bound % – further read-out of T cell modulator, marked with its call; double positive events, %; measured here: CD8+ vesicle-bound cell fraction;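 binding gate set so that unloaded-vesicle control wells show 10% double positive cells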
# Myeloid diff MLP GFP+ MAC1+ % – second read-out of Myeloid diff MLP, no call of its own (marks repeat the call); GFP+ MAC1+ double positive, %; measured here: differentiation confirmed by MAC1 staining
# Numbers without * were called inactive; i = inactive; u = inconclusive; x = no result given; + = active, no number. Rows were taken by chance; about 3.6% have a hit in one of these screens.
No.	mol	Rac1 GTP hydrolysis	T cell modulator	b-catenin transl	Salmonella PhoP GFP	WT yeast gro inh mutant strain	Myeloid diff MLP	SV40 large T antigen	b-catenin transl cell count 5 µM	RSV CPE inhibition	WT yeast gro inh	Myeloid diff MLP GFP+ MAC1+ %	T cell modulator vesicle-bound %	West Nile virus CPE
1	O=C(COc1nncc2ccccc12)Nc1ccc(Br)cc1F	2%	i	-2.3	3%	9	i	15%	1091	1.0%	-14	0.2	26	-0.3%
2	Cc1ccc(N2CCN(C(=S)Nc3ccccc3C)CC2)cc1	12%	i	x	-2%	x	i	17%	x	0.1%	x	0.4	54	-0.6%
3	CC(C)N(Cc1nc(-c2ccccc2)no1)C(=O)c1ccc2c(c1)OCO2	8%	i	x	-11%	12	i	6%	x	1.6%	23	4.5	57	-0.9%
4	Cc1ccc(C(=O)CSc2nnc(-c3ccco3)n2CC2CCCO2)cc1 (centres undefined)	26%	i	-3.2	-4%	-15	i	12%	1095	1.1%	19	0.6	51	-0.1%
5	Cc1ccccc1NC(=O)Cc1cccc(C(F)(F)F)c1	11%	i	-0.4	-7%	-1	i	13%	1552	0.0%	0	0.3	15	0.4%
6	Cc1ccc(NC(=O)CCC(=O)NNC(=O)Cc2ccccc2)cc1C	10%	i	x	9%	-6	i	-2%	x	0.3%	-24	9.8	29	-0.1%
7	CCN(CC)CCCNC(=O)c1cn(C)c2ccc(S(=O)(=O)N(C)C3CCCCC3)cc2c1=O	6%	i	x	-12%	x	u	6%	x	-1.2%	x	x	51	0.0%
8	CC(=O)Nc1nnc(Cc2c[nH]c3ccccc23)s1	-4%	i	0.4	-24%	-11	x	8%	1206	-0.6%	-5	x	38	0.5%
9	COc1cc(NC(=O)c2cc(-c3cccc(O)c3)on2)cc(OC)c1OC	10%	i	2.6	-2%	5	i	3%	1180	2.5%	11	1.7	25	0.1%
10	CCN(CC(=O)NCc1cccs1)C(=O)C(c1ccccc1)c1ccccc1	8%	i	x	4%	x	i	7%	x	0.8%	x	0.8	22	-1.0%
11	CCOc1ccccc1-c1nc(CN2CCCC2c2nccs2)c(C)o1 (centres undefined)	-6%	i	-3.1	-1%	12	i	25%	1044	5.2%	-2	0.1	37	-0.8%
12	COCC(C)NC(=O)c1cccc(Cl)c1 (centres undefined)	4%	i	-4.0	23%	-9	i	-6%	1150	1.3%	3	1.0	39	0.0%
13	COc1ccc(C(=O)NC2CCCCC2)cc1S(=O)(=O)N1CCOCC1	2%	i	x	8%	x	i	1%	x	1.4%	x	1.1	10	0.1%
14	CCC(C)NC(=O)c1c(-c2cc(Cl)c(OC)c(Cl)c2)noc1C (centres undefined)	-1%	i	2.2	1%	13	i	7%	505	-0.8%	24	5.0	38	x
15	CN(C)C(=O)C(=O)c1c(-c2ccccc2)cc2ccccn12	9%	i	0.5	6%	-6	i	-1%	1045	0.0%	-4	1.3	34	0.1%
16	O=C(COC(=O)c1cc[n+]([O-])cc1)Nc1ccc(Cl)cc1C(F)(F)F	0%	i	x	1%	x	i	11%	x	-1.4%	x	1.0	51	x
17	O=C(NC(=S)Nc1cccc2ncccc12)c1ccccc1	-15%	i	-2.1	5%	18	i	10%	1047	0.7%	7	0.2	55	1.2%
18	CCCN1CCN(S(=O)(=O)c2cc3c(cc2C)NC(=O)CO3)CC1	5%	i	x	x	x	i	4%	x	0.3%	x	3.8	28	0.4%
19	CCc1ccccc1NC(=S)N1N=CCC1c1ccccc1 (centres undefined)	6%	i	-0.1	-2%	34	i	9%	1474	1.1%	25	0.1	57	-0.8%
20	CCOC(=O)c1sc2nc(C)nc(SCC(N)=O)c2c1C	4%	i	-4.6	0%	10	i	19%	540	2.3%	1	0.9	42	0.1%
21	CC(OC(=O)CN1C(=O)NC2(CCCC2)C1=O)C(=O)Nc1cccc(Cl)c1 (centres undefined)	11%	i	x	2%	x	i	19%	x	0.0%	x	8.4	55	-0.1%
22	COc1ccc(C2(CNC(=O)c3ccc(OC)c([N+](=O)[O-])c3)CCCCC2)cc1OC	7%	i	0.0	-3%	4	i	8%	933	1.9%	9	0.1	44	-1.1%
23	COc1cc(/C=C(\C#N)C(=O)NCC2CCCO2)ccc1OCCC(C)C (centres undefined)	-3%	i	-0.4	6%	x	i	10%	1300	x	x	0.7	47	1.2%
24	NC(=O)C1=C[C@@H](c2ccc3c(c2)OCO3)C[C@@H](OCCCCO)O1	3%	i	x	-3%	x	i	13%	x	4.7%	x	1.0	22	-0.1%
25	Cc1ccc(C(=O)N/N=C/c2c(O)ccc3ccccc23)cn1	4%	i	x	14%	x	u	12%	x	15%	x	x	62	u
26	COCC(=O)N1CCCC(C(=O)c2ccc(-c3ccccc3)c(F)c2)C1 (centres undefined)	7%	i	-0.9	-6%	53*	i	13%	993	3.1%	59*	0.9	44	-1.4%
27	Cc1nn(C)c(Cl)c1S(=O)(=O)N1CCC(CO)(CCc2ccccc2)CC1	5%	i	-0.7	-3%	-6	i	-3%	987	2.5%	-18	0.2	40	-0.6%
28	CC(C)CN1CCC(=O)N(CCN=[N+]=[N-])CC1	4%	i	x	8%	x	i	8%	x	0.0%	x	2.3	15	-0.1%
29	O=C(O)c1cc(C(F)(F)F)nc2ccccc12	8%	x	x	-10%	-5	i	2%	x	0.1%	10	0.9	x	0.4%
30	CCOC(=O)C1=C(C)OC(N)=C(C#N)C1c1ccoc1 (centres undefined)	15%	i	-1.1	3%	23	i	11%	1147	1.2%	25	0.7	40	0.8%
31	CC(C)(C)NC(=O)C(c1ccco1)N(C(=O)Cn1nnc(-c2ccc(F)cc2)n1)c1ccccc1F (centres undefined)	7%	i	-1.1	-3%	36*	i	8%	1110	-1.9%	63*	6.5	41	0.0%
32	Cc1ccc(-n2cccc2/C=C2/NC(=O)N(CC(=O)Nc3cccc(C)c3)C2=O)cc1	8%	i	1.1	14%	-33	i	10%	955	1.9%	-8	0.6	7	-1.1%
33	CCOCCCNC(=O)c1cccc(NC(=O)C2=C(C)OCCS2)c1	11%	i	x	-1%	x	i	14%	x	2.2%	x	0.2	57	-0.5%
34	CC(C)C[C@H](NC(=O)NCc1ccc(Cl)cc1)C(=O)O	11%	i	-2.5	-16%	-2	i	0%	696	0.8%	-14	0.5	32	0.5%
35	COc1cccc(NC(=O)Cn2cnc3c(oc4nc5c(cc43)CCCC5)c2=O)c1	11%	i	x	12%	x	i	4%	x	4.3%	x	1.4	36	2.3%
36	COc1cc(NS(=O)(=O)c2ccc(NC(=S)NC(=O)/C=C/c3ccc(F)cc3)cc2)ncn1	7%	i	-1.1	0%	x	i	8%	1248	0.7%	x	0.4	14	1.2%
37	O=C(N/N=C/c1ccco1)c1ccc(NC(=O)c2ccccc2Cl)cc1	11%	i	-4.1	7%	-10	i	-9%	1114	2.6%	0	0.5	40	0.1%
38	O=C(CNc1cccc([N+](=O)[O-])c1)N/N=C/c1ccc([N+](=O)[O-])o1	3%	i	0.6	3%	12	+	6%	1441	5.9%	-4	0.8*	54	u
39	CCCCc1nc2ccccc2n1Cc1nnc2n1-c1ccccc1SC2	5%	i	-9.5	-6%	-28	i	8%	970	4.6%	-26	0.8	44	-0.1%
40	COc1ccc(C2CC(c3ccccc3)=NN2C(=O)COC(=O)c2ccc(S(C)(=O)=O)cc2)cc1 (centres undefined)	5%	i	x	-8%	x	i	10%	x	1.5%	x	0.9	37	x

# Only b-catenin transl cell count 5 µM, for 2 of the compounds above:
cpd	compound	b-catenin transl cell count 5 µM
36	COc1cc(NS(=O)(=O)c2ccc(NC(=S)NC(=O)/C=C/c3ccc(F)cc3)cc2)ncn1	1248
39	CCCCc1nc2ccccc2n1Cc1nnc2n1-c1ccccc1SC2	970

# More records follow.
No.	mol	Rac1 GTP hydrolysis	T cell modulator	b-catenin transl	Salmonella PhoP GFP	WT yeast gro inh mutant strain	Myeloid diff MLP	SV40 large T antigen	b-catenin transl cell count 5 µM	RSV CPE inhibition	WT yeast gro inh	Myeloid diff MLP GFP+ MAC1+ %	T cell modulator vesicle-bound %	West Nile virus CPE
41	Cc1ccc(S(=O)(=O)C2CCCCC2=O)cc1 (centres undefined)	13%	i	-4.8	4%	-18	i	9%	549	2.6%	-20	0.1	26	0.2%
42	OCCNc1nc(Nc2ccccc2Cl)nc(N2CCCC2)n1	5%	i	x	-6%	x	i	-1%	x	6.7%	x	1.3	11	-0.2%
43	CCOC(=O)Cn1c(-c2cccnc2Cl)nc2ccccc21	-3%	i	-2.1	12%	-6	i	-1%	1062	1.8%	0	4.6	56	-0.4%
44	O=C(CCCC(=O)N(CC(=O)NC1CCCC1)C1CCCC1)Nc1ccccn1	8%	i	-3.1	0%	-5	i	8%	699	-0.9%	-6	1.3	34	-0.2%
45	CCOC(=O)NC(=S)c1ccc[nH]1	9%	i	-4.4	-17%	-12	i	13%	551	-0.3%	-13	0.3	20	-0.3%
46	CC(C)c1ccc(CNc2ccc3c(c2)ncn3C)cc1	31%	i	x	9%	x	i	13%	x	6.7%	x	0.2	20	0.1%
47	CCCNc1c(NS(=O)(=O)c2ccc(C3CCCCC3)cc2)c(=O)oc2ccccc12	7%	i	x	5%	x	i	9%	x	0.5%	x	1.5	39	0.3%
48	Cc1ccc(S(=O)CCNC(=O)Cc2ccccc2)cc1 (centres undefined)	-1%	i	-0.3	-6%	7	i	6%	984	0.1%	-7	0.1	14	0.2%
49	COc1cc(C2=NOC(C(=O)Nc3ccc(C(C)=O)cc3)C2)cc(OC)c1OC (centres undefined)	2%	i	-1.3	-2%	12	i	11%	966	-1.8%	2	1.7	46	0.4%
50	NS(=O)(=O)c1ccc(O)c(N2C(=O)c3cccc4c(C(=O)O)ccc(c34)C2=O)c1	10%	i	-0.6	-9%	11	i	5%	1534	1.2%	-20	0.4	56	1.0%
51	Brc1ccc(-c2nnc3sc(CN4CCC5(CC4)OCCO5)cn23)cc1	9%	i	0.5	-9%	2	i	-1%	984	-0.8%	-2	6.6	41	0.4%

# Screening data as filed in PubChem.
